# MITF inh: MITF inhibitors, primary screen, biochemical, AlphaScreen, human; 650,000 tested, 0.91% active; Microphthalmia-associated transcription factor (Homo sapiens), O75030; AID 1259374, 2018; inhibition, % at 2.6 µM; AlphaScreen MITF homodimerization, bead proximity signal; in the data active means inhibition above about 50%;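 further: 0% = vehicle wells with protein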
# GPR151 ag: activators of human GPR151, primary screen, cell-based, PathHunter beta-arrestin, luminescence; 650,000 tested, 1% active; AID 1508602, 2020; PathHunter beta-arrestin GPR151 cells; activation, % at 11.2 µM; in the data active means activation above about 4.9%;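 further: 0% = median of compound wells and 100% = cells with positive control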
# Target sequence (Q8TDV0 whole entry, looked up): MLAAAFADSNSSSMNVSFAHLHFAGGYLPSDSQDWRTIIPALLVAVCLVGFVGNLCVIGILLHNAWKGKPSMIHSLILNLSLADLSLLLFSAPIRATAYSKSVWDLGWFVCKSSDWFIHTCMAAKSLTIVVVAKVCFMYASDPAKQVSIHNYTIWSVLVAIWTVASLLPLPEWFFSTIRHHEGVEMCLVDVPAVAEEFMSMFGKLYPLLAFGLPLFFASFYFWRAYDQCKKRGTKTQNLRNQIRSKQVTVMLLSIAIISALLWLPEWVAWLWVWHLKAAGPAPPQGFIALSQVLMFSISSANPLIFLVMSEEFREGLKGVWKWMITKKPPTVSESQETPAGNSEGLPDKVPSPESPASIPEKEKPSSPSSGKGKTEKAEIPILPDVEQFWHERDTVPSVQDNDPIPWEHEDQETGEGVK
# TEAD-YAP block: TEAD-YAP interaction inhibition, primary screen, TEAD-YAP interaction inhibitor project, luminescence, HEK-TIYL cells; TEAD-Gal4/YAP UAS-luciferase luminescence; inhibition, % at 9.12 µM; AID 1259422, 2018; 640,000 tested, 1.4% active; in the data active means inhibition above about 32%;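 further: 0% = median of test compound wells and 100% = reference inhibitor wells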
# FBW7 activator: FBW7 E3 ligase activators, primary screen, biochemical, AlphaScreen, human | normalized activity (activation), % at 26.1 µM | AlphaScreen FBW7–phospho-cyclin E peptide binding, activator screen | 650,000 tested, 0.13% active | AID 1259310, 2017; in the data active means normalized activity above about 1.9%;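 further: purified mutant Fbw7 with reduced substrate affinity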
# Target sequence (Q969H0 whole entry, looked up): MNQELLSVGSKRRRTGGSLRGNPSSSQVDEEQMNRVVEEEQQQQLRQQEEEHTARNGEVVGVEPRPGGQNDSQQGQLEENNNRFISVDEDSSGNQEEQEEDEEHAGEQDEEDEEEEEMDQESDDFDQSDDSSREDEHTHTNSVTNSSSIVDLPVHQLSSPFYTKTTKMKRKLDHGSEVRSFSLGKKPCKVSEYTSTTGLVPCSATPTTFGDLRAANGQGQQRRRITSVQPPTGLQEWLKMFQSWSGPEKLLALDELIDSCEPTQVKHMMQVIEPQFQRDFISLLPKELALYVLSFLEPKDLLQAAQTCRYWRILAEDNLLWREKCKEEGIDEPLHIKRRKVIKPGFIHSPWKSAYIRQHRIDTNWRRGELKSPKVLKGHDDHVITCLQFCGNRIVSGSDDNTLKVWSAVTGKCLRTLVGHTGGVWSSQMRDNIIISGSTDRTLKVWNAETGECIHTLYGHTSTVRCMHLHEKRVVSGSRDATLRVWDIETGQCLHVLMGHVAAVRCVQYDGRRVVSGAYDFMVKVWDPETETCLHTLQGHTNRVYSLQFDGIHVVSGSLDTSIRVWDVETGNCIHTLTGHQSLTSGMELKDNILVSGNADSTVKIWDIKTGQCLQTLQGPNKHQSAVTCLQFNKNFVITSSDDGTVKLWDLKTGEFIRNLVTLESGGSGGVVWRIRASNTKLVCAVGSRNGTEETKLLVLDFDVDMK
# * = called active by the depositor.
# Every second line gives: MITF inh | GPR151 ag | TEAD-YAP block | FBW7 activator
CCOC(=O)N/N=C\c1sccc1C
    -5 | -0.2 | -14 | 0.0
Cc1csc2ncc(C(=O)Nc3ccccc3C#N)c(=O)n12
    -2 | -0.7 | -10 | 0.1
CCn1c(CC(=O)Nc2ccc(C)cc2)n[nH]c1=S
    -5 | 0.8 | -1 | -0.1
Cc1ccc(C(=O)Nc2ccccc2C(=O)NC(Cc2c[nH]c3ccccc23)C(=O)O)cc1 (stereo not given)
    5 | 0.0 | -3 | -0.1
O=C(c1ccc(Cl)cc1)c1ccc2c(c1)OCCO2
    -7 | -0.5 | -55 | -0.1
COc1ccc(N2CCN(c3cc(C)nc4nncn34)CC2)cc1
    -5 | 4.4 | 6 | -0.1
O=C(c1cc([N+](=O)[O-])cc([N+](=O)[O-])c1)N1CCOCC1
    4 | -0.1 | 5 | 0.0
O=C(CCNS(=O)(=O)c1ccc(Br)cc1)N1CCCCC1
    -9 | -2.0 | -3 | 0.1
Cc1cc(Cl)c2ccc(Cl)c(C)c2n1
    5 | 1.6 | -4 | 0.0
O=C(O)c1cc(-c2cc([N+](=O)[O-])ccc2O)nc2n[nH]c(-c3ccccc3)c12
    4 | -1.0 | 0 | -0.2
CC(C)C(NS(C)(=O)=O)c1nnc2n1CCN(Cc1ccccc1-c1ccco1)CC2 (stereo not given)
    -5 | -0.9 | -7 | 0.1
CCOC(=O)c1c(C)[nH]c(C(=O)COC(=O)CCC(=O)c2ccc(C)cc2)c1C
    18 | -0.8 | 4 | 0.6
CCOC(=O)N1CCc2c(sc(NC(=O)/C=C/c3cccs3)c2C(N)=O)C1
    4 | 0.7 | 18 | -0.1
COc1ccc(C(=O)Nc2cc(C(=O)O)cc(C(=O)O)c2)cc1[N+](=O)[O-]
    -1 | 0.1 | 4 | 0.1
Cc1ccc(/C=C/C(=O)N2CCCC(C(N)=O)C2)o1 (stereo not given)
    13 | 0.0 | -3 | 0.6

# One compound at a time, as listed above.
# Listed for `COc1ccc(N2CCN(c3cc(C)nc4nncn34)CC2)cc1` : MITF inh: -5; GPR151 ag: 4.4; TEAD-YAP block: 6; FBW7 activator: -0.1
# Listed for `CCOC(=O)N1CCc2c(sc(NC(=O)/C=C/c3cccs3)c2C(N)=O)C1` : MITF inh: 4; GPR151 ag: 0.7; TEAD-YAP block: 18; FBW7 activator: -0.1
# Listed for `O=C(c1cc([N+](=O)[O-])cc([N+](=O)[O-])c1)N1CCOCC1` : MITF inh: 4; GPR151 ag: -0.1; TEAD-YAP block: 5; FBW7 activator: 0.0

# (listing goes on)
# Every second line gives: MITF inh | GPR151 ag | TEAD-YAP block | FBW7 activator
Cc1ccc(C(=O)N2CCN(c3ccc(-c4cccnc4)nn3)CC2)cc1
    13 | 0.6 | -3 | -0.2
CCOc1ccc(NC(=O)C2=C(C)C(=O)OC23CCCCC3)cc1
    4 | 0.0 | 17 | 0.1
COc1cccc(N(CC(=O)O)S(=O)(=O)c2ccc(Cl)cc2)c1
    5 | -0.4 | -1 | 0.0
CC(C)CNC(=O)C(=O)NCc1ccccc1Cl
    -3 | 0.7 | -17 | -0.1
CN(C)/C(=N\S(=O)(=O)c1ccc(Cl)cc1)c1ccc(Cl)cc1
    -3 | 0.5 | -8 | 0.0
O=C(COC(=O)c1cc(=O)[nH]c(=O)[nH]1)Nc1ccccc1C(=O)c1ccccc1
    11 | -1.1 | 5 | 0.0
CC(C)CNC(=O)Cc1csc(NC(=O)C(C)(C)C)n1
    -2 | 1.4 | -6 | 0.0
CCCN(CCC)S(=O)(=O)c1ccc(F)c(C(=O)Nc2c(C)cc(C)cc2C)c1
    16 | 0.0 | 10 | -0.1
COc1ccc(C(=O)NNC(=O)CSc2ncc(-c3ccccc3)n2C)cc1OC
    12 | -0.6 | 12 | 0.2
CC1CCN(C(=O)CN(Cc2ccccc2)S(=O)(=O)c2ccc(F)cc2)CC1
    1 | -1.7 | -6 | 0.8
C=CCN(CC=C)S(=O)(=O)c1ccc(C(=O)N=c2sc3cc(F)ccc3n2C)cc1
    -5 | 1.3 | -4 | -0.1
Cc1ccc(-n2nc3c(c2NC(=O)CCC2CCCCC2)CSC3)c(C)c1
    2 | 0.7 | -4 | 1.0
Cc1cc(NS(=O)(=O)c2ccc(NC(=O)c3ccc(C)c(Br)c3)cc2)no1
    -7 | -2.0 | -31 | -0.1
COc1ccc(C(CC(=O)Nc2cc(C)ccn2)N2Cc3ccccc3C2=O)cc1OC (stereo not given)
    7 | 1.7 | 3 | -0.2
CCCCOC(=O)c1cccc(NC(=O)CCN2C(=O)c3ccccc3C2=O)c1
    -10 | -0.3 | 8 | -0.1

# The results go on:
# Every second line gives: MITF inh | GPR151 ag | TEAD-YAP block | FBW7 activator
CC1(C(=O)N2CCC(C3(C)NC(=O)N(C4Cc5ccccc5C4)C3=O)CC2)CCCCC1 (stereo not given)
    9 | 0.7 | 0 | -0.1
CC1(C)CC(=O)C2=C(C1)NC1=C(C(=O)CC(C)(C)C1)C2c1ccc(OCc2ccccc2F)cc1
    -12 | 0.5 | 6 | 0.1
CCOC(=O)C1=C(C)NC2=C(C(=O)CC(c3ccc(OC)c(OC)c3)C2)C1c1ccc(SC)cc1 (stereo not given)
    -7 | 1.0 | -2 | -0.1
CCOc1ccc2nc(SCC(=O)Nc3ccc4c(c3)OCO4)sc2c1
    9 | -0.2 | -9 | 0.0
Cn1ccc(-c2nc(Nc3ccc(-n4cnc(N5CCOCC5)n4)cc3)ncc2Cl)n1
    4 | 0.5 | 0 | 0.1
C=CCNc1nc(-c2ccc(OC(C)=O)cc2)cs1
    -7 | -2.4 | -17 | -0.2
O=C(Nc1ccccc1Oc1cccnc1)C1CCCN(Cc2ccc3nonc3c2)C1 (stereo not given)
    9 | -0.9 | -9 | 0.1
O=C(Cn1cnc2ccccc2c1=O)OCCN(C1=NS(=O)(=O)c2ccccc21)c1ccccc1Cl
    -8 | 1.5 | 4 | -0.1
COc1cc(Nc2nc(-c3ccc(N4CCOCC4)nc3)ncc2C)cc(OC)c1OC
    5 | -1.0 | 30 | -0.2
O=C(CSc1ncccc1C(=O)NCc1ccc(Cl)c(Cl)c1)NCc1ccccc1
    14 | -2.0 | 5 | 0.1
COc1ccc(-c2ccc(Nc3nccc(-c4cc(C#N)cc(N5CCOCC5)c4)n3)cc2)cn1
    0 | 4.6 | -2 | -0.1
Cc1ccc(-c2nnn(CC(=O)N3CCOCC3)n2)c(-n2cnnn2)c1
    8 | -0.1 | 6 | 0.2
N#Cc1ccc(-c2ccncc2)nc1SCc1ccc(F)cc1
    -2 | 1.3 | -2 | -0.2
COc1ccc(C(=O)Oc2ccc3nc(N4CCN(C)CC4)sc3c2)cc1
    -3 | 1.9 | -19 | 0.0
CN1CCN(C(=O)c2ccc(-c3nc4ccc(C(=O)NCCOc5ccccc5)cc4s3)cc2)CC1
    -8 | 5.3* | -24 | 0.1

# Next section:
# Every second line gives: MITF inh | GPR151 ag | TEAD-YAP block | FBW7 activator
CC(C)Sc1ncnc2c1cnn2-c1ccccc1
    -10 | 1.2 | -48 | 0.0
COc1ccc(N/C(=C\C#N)c2ccc([N+](=O)[O-])cc2)cc1
    5 | 0.4 | -1 | 0.7
CN1CCN(c2ccc(-c3cncc(C(=O)Nc4ccc(Oc5ccccc5)cc4)c3)cc2)CC1
    3 | -1.0 | -5 | -0.1
O=C1c2cccc([N+](=O)[O-])c2C(=O)N1n1cnnc1
    10 | -0.3 | -1 | 0.0
CSCCC(C(=O)Nc1ccc(C)cc1)N1C(=O)C2C3c4ccccc4C(c4ccccc43)C2C1=O (stereo not given)
    8 | -0.6 | 11 | -0.1
CCN(CC)c1nc(NCc2cccnc2)nc(N2CCc3ccccc3C2)n1
    14 | 0.7 | -9 | 0.7
CC(=O)c1ccc(OCC(=O)NC2CCC(C)CC2)cc1 (stereo not given)
    8 | 0.8 | -6 | 0.1
Cc1nnn(-c2nonc2N)c1C(=O)NNC(=O)c1ccccc1F
    -1 | -1.1 | -14 | 0.0
COc1ccc(Br)cc1CN(C)CC(O)COCc1ccc2c(c1)OCO2 (stereo not given)
    39 | -1.4 | -15 | -0.1
CN(C)c1ccc(S(=O)(=O)N(C)C)cc1[N+](=O)[O-]
    -3 | 0.4 | 9 | -0.2
Cc1nc2nc(CN)nn2c(C)c1CCC(=O)Nc1ccc2oc(-c3ccncc3)nc2c1
    13 | 0.8 | 8 | -0.2
O=C(O)c1cccc(NC2=NS(=O)(=O)c3ccccc32)c1
    -4 | -0.6 | -5 | 0.2
COC(=O)C1=CN(c2ccc(Br)cc2)C=C(C(=O)OC)C1c1cccs1
    11 | -0.7 | 11 | 0.6
O=C(COC(=O)C1COc2ccccc2O1)Nc1ccc([N+](=O)[O-])cc1C(F)(F)F (stereo not given)
    8 | -0.2 | 8 | 0.1
CC1=CCC2C(=O)N(c3ccc(Oc4ccc(C)cc4)c(Cl)c3)C(=O)C2C1 (stereo not given)
    -23 | 0.2 | -3 | 0.2

# Arranged by SMILES length (descending): some entries from above
# Every second line gives: MITF inh | GPR151 ag | TEAD-YAP block | FBW7 activator
CC1=CCC2C(=O)N(c3ccc(Oc4ccc(C)cc4)c(Cl)c3)C(=O)C2C1 (stereo not given)
    -23 | 0.2 | -3 | 0.2
COc1ccc(N/C(=C\C#N)c2ccc([N+](=O)[O-])cc2)cc1
    5 | 0.4 | -1 | 0.7
O=C1c2cccc([N+](=O)[O-])c2C(=O)N1n1cnnc1
    10 | -0.3 | -1 | 0.0

# The list goes on:
# Every second line gives: MITF inh | GPR151 ag | TEAD-YAP block | FBW7 activator
CCOC(=O)c1sc(NC(=O)CSc2nnc(CNC(=O)c3ccc(OC)cc3)n2-c2cc(C)ccc2C)c(C(=O)OCC)c1C
    -2 | 1.7 | -13 | -0.1
CN1c2ncccc2C(=O)NC12CCN(C(=O)CCn1c(=O)oc3ccccc31)CC2
    -4 | 1.1 | -7 | -0.2
O=S(=O)(c1ccc(Cl)s1)N1CCN(Cc2ccccc2)CC1
    8 | 4.5 | -5 | 0.0
O=[N+]([O-])c1cc(Br)ccc1Nc1ccc(O)cc1
    6 | -0.7 | 0 | -0.2
CCOC(=O)c1c(NC(=O)Cn2ccc([N+](=O)[O-])n2)sc(C)c1C
    16 | 0.9 | -14 | 0.1
CCc1nnc(NS(=O)(=O)c2ccc(NC(=O)c3ccc(-c4ccccc4)cc3)cc2)s1
    14 | -0.3 | 0 | 0.2
CC1(C)CC(O)CC(C)(CN=Cc2c(O)[nH]c(=O)[nH]c2=O)C1 (stereo not given)
    4 | 2.7 | 7 | 0.2
CCOC(=O)c1c(C)oc2c1c(C(c1cccnc1)N1CCCCC1)c(O)c1ccccc12 (stereo not given)
    5 | 0.0 | -70 | -0.1
CC(=O)Oc1ccc(CN2CCC3(CC2)NC(=O)c2ccccc2O3)cc1
    21 | -0.8 | -10 | 0.2
N#Cc1cc(N2CCN(Cc3ccccc3)CC2)c([N+](=O)[O-])cc1C#N
    4 | 0.6 | -3 | -0.1
COc1ccccc1N1CCN(C(=O)CCCn2c(SCC(=O)Nc3ccccc3C(F)(F)F)nc3ccccc3c2=O)CC1
    13 | -0.9 | 4 | 0.3
c1ccc(-n2cccc2CNC2CCCCC2)cc1
    13 | -1.5 | -3 | -0.2
Cc1ccc(S(=O)(=O)N2CCCCC2CCNC(=O)C(=O)NCc2ccncc2)cc1 (stereo not given)
    8 | 0.8 | -3 | 0.2
O=C(O)c1ccc(N=NNc2cccc([N+](=O)[O-])c2)cc1
    -4 | -8.9 | -79 | 0.0
COc1ccccc1-c1nc2ccccc2[nH]1
    12 | -1.9 | -45 | 0.1

# Carrying on:
# Every second line gives: MITF inh | GPR151 ag | TEAD-YAP block | FBW7 activator
Cc1ccc(-c2ccc(C(=O)N3CCc4c(cnc(C)c4CNS(C)(=O)=O)C3)cc2)o1
    3 | -1.2 | 4 | 0.0
Cc1nnc(-c2ccco2)o1
    1 | -1.3 | 5 | 0.0
COC(=O)C1(C)CC1(c1ccccc1)c1ccccc1 (stereo not given)
    -3 | 2.3 | 3 | 0.0
O=C(NCCN1CCOCC1)c1cccc(-n2cc(NC(=O)C3CC(c4ccccc4O)=NO3)cn2)c1 (stereo not given)
    -1 | 2.6 | -10 | -0.2
CC(=O)Nc1cc2c(cc1NC(=O)c1ncoc1-c1ccc(C)cc1)OCCO2
    15 | -0.4 | -1 | 0.0
Cc1ccsc1/C=C1\CCc2ccccc2C1=O
    -3 | -11 | 68* | -0.1
Cc1ccc(S(=O)(=O)N(CC(=O)Nc2ccc(Cl)c(Cl)c2)c2cccc(Cl)c2)cc1
    5 | 0.5 | -2 | -0.1
Nc1nc(N2CCCC2CO)nc2c1ncn2C1CCCCC1 (stereo not given)
    16 | -1.5 | -22 | 0.0
CC(C)c1ccc(NC(=O)CC2CSc3nc4c(cnn4-c4ccccc4)c(=O)n32)cc1 (stereo not given)
    11 | -0.7 | 2 | 0.1
C/C(=C\C(=O)c1ccccc1)NNc1nc2ccccc2s1
    6 | 0.1 | -14 | 0.0
COc1ccc(C2/C(=C(/O)c3ccc(C)cc3)C(=O)C(=O)N2Cc2cccnc2)c(OC)c1 (stereo not given)
    -1 | 0.7 | -1 | 0.0
N[C@@H](Cc1ccc(Br)cc1)C(=O)N1CC[C@@H](C(=O)Nc2ccc3[nH]ncc3c2)C1
    10 | -0.9 | 8 | 0.5
CC(C)CC(C(=O)N1CCN(C)CC1)N1C(=O)c2ccccc2C1=O (stereo not given)
    18 | 1.8 | 5 | 0.1
COc1cccc2c1N(C(=O)COc1ccccc1)C(C)(C)c1ssc(=S)c1-2
    9 | -0.1 | -3 | -0.3
CCN(CC)C(=O)c1ccc(OC(C)=O)cc1
    6 | 0.6 | 3 | -0.2
